NPYLR7 ag – mosquito NPYLR7 agonism; activation, % at 10 µM; HEK293T NPYLR7/Galpha15, GCaMP6s calcium fluorescence; hit rate 0.15% among 270,000; in the data active means activation above about 40%;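 further: 0% = vehicle and 100% = reference agonist at the receptor; some compounds past the cut are filed as inactive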
hcGAS lum – human cGAS inhibition; recombinant h-cGAS, ATP depletion, Kinase-Glo luminescence; inhibition, % at 12.5 µM; hit rate 0.081% among 290,000; Q8N884;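 further: 0% = vehicle reaction and 100% = reaction without DNA for no activity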
Target sequence (Q8N884 whole entry, looked up): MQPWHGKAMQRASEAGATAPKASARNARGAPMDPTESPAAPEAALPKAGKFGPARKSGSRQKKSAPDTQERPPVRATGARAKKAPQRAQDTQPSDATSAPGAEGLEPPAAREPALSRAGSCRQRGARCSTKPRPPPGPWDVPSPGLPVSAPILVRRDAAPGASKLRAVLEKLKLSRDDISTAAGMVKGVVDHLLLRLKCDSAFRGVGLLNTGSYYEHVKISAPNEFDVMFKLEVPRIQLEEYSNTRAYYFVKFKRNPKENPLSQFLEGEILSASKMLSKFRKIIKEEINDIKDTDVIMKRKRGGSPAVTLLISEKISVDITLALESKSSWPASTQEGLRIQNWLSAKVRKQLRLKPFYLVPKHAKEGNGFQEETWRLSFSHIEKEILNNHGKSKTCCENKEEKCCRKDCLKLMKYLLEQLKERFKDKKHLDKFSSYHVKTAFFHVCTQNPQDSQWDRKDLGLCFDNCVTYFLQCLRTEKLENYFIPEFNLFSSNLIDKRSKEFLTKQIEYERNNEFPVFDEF
mcGAS lum – inhibitors of mouse cGAS; inhibition, % at 12.5 µM; recombinant cGAS, Kinase-Glo ATP depletion luminescence; Q8C6L5; hit rate 0.15% among 160,000;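 further: 0% = negative control wells and 100% = reference inhibitor with no enzyme activity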
Active calls of the source: *; nt = not tested or not shown; & = joins results of further samples. Unless noted, no stated cut-off is given here; in the data, active means inhibition above about 40%; inactive means the rest.

SMILES | NPYLR7 ag | hcGAS lum | mcGAS lum
CCOC(=O)C1=C(C)N=c2s/c(=C/c3ccc(C)cc3)c(=O)n2C1c1ccc(Cl)cc1 (stereo not given) | -5 | 0 | -3
CCCn1c(SCC(=O)Nc2ccc(S(=O)(=O)N3CC(C)CC(C)C3)cc2)n[nH]c1=O (stereo not given) | nt | -5 | -7
O=S(=O)(c1ccc(F)c(F)c1)N1CCN(c2ccc(O)cc2)CC1 | 0&1 | -13&-13 | -7
CCC(C(=O)NCc1nnc(SCc2cccc(OC)c2)n1-c1ccc([N+](=O)[O-])cc1)c1ccccc1 (stereo not given) | 11 | -1 | -4
CC(C)CCN(Cc1ccc(Cl)c(Cl)c1)C(=O)c1n[nH]c(=O)[nH]1 | -1 | -8 | -7
CCCCSc1nnc2c(n1)OC(c1ccc(C(C)C)cc1)Nc1ccccc1-2 (stereo not given) | 1 | 6 | 2
CCCN(Cc1cc(NS(=O)(=O)CCC)ccc1N(C)C)C(=O)CC(C)(C)C | nt | -5 | -8
CCN1CCN(C(c2ccc(F)cc2)C2Sc3nc(C)nn3C2=O)CC1 (stereo not given) | 2 | -10 | nt
COc1ccc(C(=O)N2CCN(C(=O)CSc3nnc(Cc4ccccc4)n3-c3cccc(C)c3)CC2C)cc1 (stereo not given) | 1 | 1 | -3
COC(=O)c1ccc2c(c1)CC(CNC(=O)c1ccc(Br)c(C)c1)O2 (stereo not given) | 2 | -3 | -8
O=C(c1ccc(F)cc1)N1CCSC1c1cccc(OCc2ccccc2)c1 (stereo not given) | 18 | -10 | -4
COc1cccc(C(C2Sc3ncnn3C2=O)N2CCC(C)CC2)c1 (stereo not given) | 3 | -6 | -8
CN(C)c1ccc(NC(=O)C2CCCC2)cc1CN(CC1CCCO1)S(=O)(=O)c1ccc(F)cc1 (stereo not given) | 4 | -3 | -3
c1coc(C2=Nc3ccccc3SC(c3cccs3)C2)c1 (stereo not given) | 11 | -5 | nt
Cc1cc(C(C#N)C(=O)CNC(=O)OCc2ccccc2)nc(C)n1 (stereo not given) | 11 | -2 | -11
Oc1ccc(Br)cc1/C=N\Nc1cc(N2CCOCC2)nc(N2CCOCC2)n1 | -4 | 4 | 1
CCOC(C)C(=O)NC(C)c1cc2c(cc1Br)OCCO2 (stereo not given) | 13 | -6 | -16
CCc1nc(CNC(=O)Nc2ccc3c(c2)CCO3)cs1 | 6 | -13 | nt
Cc1[nH]n2c(=O)cc(-c3ccccc3)nc2c1-c1ccc(F)cc1 | -1 | -6 | nt
CC(=O)c1[nH]c(C)c(C(=O)N(C)Cc2sccc2C)c1C | -19 | -2 | nt
CS(=O)(=O)Nc1ccc(OC(F)F)c(Cc2ccccc2)c1 | 6 | -9 | nt
Cc1c(Br)c([N+](=O)[O-])nn1CC(=O)N1CCN(Cc2ccccc2)CC1 | 4 | -6 | nt
CCCCc1nc(N2CCCN(C(=O)COc3ccc(Cl)cc3)CC2)c2c(C)nn(-c3ccc(F)cc3)c2n1 | 7 | -4 | -4
c1ccc(-c2noc3nc(NCCc4ccccn4)ccc23)cc1 | 4 | -2 | -5
CCN(C(=O)c1cc(COC)on1)C(C)C(C)C (stereo not given) | 0 | -2 | nt
CCc1ccc(NC(=O)CSc2nc(=O)n3ccccc3n2)cc1 | 1 | -12 | -8
CC(C)(C)P(=NC(=S)N1CCN(c2ccccc2)CC1)(N1CCOCC1)N1CCOCC1 | 0 | -5 | nt
COc1ccccc1N(C)C(=O)c1ccc(-n2c(C)ccc2C)cc1 | 6 | -4 | -11
CCN(c1ccccc1)S(=O)(=O)c1cc(NC(=O)C2CC2)ccc1Cl | 1 | -4 | nt
CN(C)c1ccc(C(=O)N2N=C3CCCCCC3C2(O)C(F)(F)F)cc1 (stereo not given) | 1 | -21 | -7
Cc1cc(O)c(C(c2cccnc2)N2CCN(CCO)CC2)c(=O)n1Cc1ccccc1 (stereo not given) | 22 | 3 | nt
FC(F)(F)c1cccc(-c2nnn3c2nc(Cl)c2ccccc23)c1 | -7 | -7 | -5
CCCCS(=O)(=O)Nc1ccc(NS(=O)(=O)CCCC)cc1 | 1 | 1 | nt
C=CCn1c(SCc2nccn2C(F)F)nc2ccc(Cl)cc2c1=O | 4 | -3 | nt
CCS(=O)(=O)Oc1cccc(CN(Cc2ccco2)C(=O)Nc2ccc(C)cc2C)c1 | 9 | -1 | -4
COc1ccc(CSc2nnc(N)s2)cc1F | 3 | -7 | nt
O=C(CSCC(=O)N1CCOCC1)Nc1ccc2cn[nH]c2c1 | 9 | -6 | nt
CCC(C)c1ccc(NC(C)c2nc3sc(C)c(C)c3c(=O)[nH]2)cc1 (stereo not given) | 5 | -4 | nt
COc1ccc(-c2nc3sc(CCNS(=O)(=O)c4ccc5ccccc5c4)c(C)n3n2)cc1 | 3 | -1 | -1
CC(C)OC(=O)C(C(=O)C(F)(F)F)c1cc(NS(=O)(=O)c2ccc(C(C)C)cc2)ccc1O (stereo not given) | -2 | -11 | nt
O=C(Nc1cc2c(cc1Cl)OCO2)c1csc(-c2ccccc2)n1 | 4 | -1 | nt
CC1Sc2ccccc2N(Cc2cccc(F)c2)C1=O (stereo not given) | 9 | 0 | nt
CN1CCN(CCCNC(=O)C2CC(=O)N(C3CCCC3)C2)CC1 (stereo not given) | -3 | 6 | nt
CCC(C)c1ccc(OCCOc2c(Cl)cc(C=C3C(=O)NC(=S)NC3=O)cc2OC)cc1 (stereo not given) | -7 | -5 | -3
O=C(CN1CCCC(O)C1)NCC1(Cn2ccnc2)CC1 (stereo not given) | nt | -5 | -4
CN(C)c1nc(-c2ccccn2)nc2c1CCN(C(=O)C1CC1(C)C)C2 (stereo not given) | 0 | -6 | nt
COc1ccc(-c2ccc3nnc(SCC(=O)N4CCCC4)n3n2)cc1 | -18 | -6 | -8
Cc1ccc(Cl)cc1N1CCN(c2nc3c(c(=O)[nH]c(=O)n3C)n2CC(=O)O)CC1 | -11 | -5 | nt
COc1ccc(N2CCN(C(=O)CN(Cc3ccccc3)c3nc(Cc4ccc(C)cc4)ns3)CC2)cc1 | -9 | -8 | -4
CC1(C)OC(/C=C/c2ccc(O)cc2)=CC(c2ccccc2)=[O+]1 | 33 | -5 | -6
O=C(c1ccccc1)C1CCN(C(=O)CC2COCCN2)CC1 (stereo not given) | -5 | -3 | nt
CN1CCN(NC(=O)c2csc(-c3cc4ccccc4[nH]3)n2)CC1 | 9 | 6 | nt
Cc1csc(NC(=O)CSc2nc(-c3ccccc3)nc3c2c(=O)n(C)c(=O)n3C)n1 | 9 | -4 | nt
CCOc1cc(C(=O)N2CCOC(COc3ccc(Cl)c(C)c3)C2)ccc1OC (stereo not given) | 1 | -6 | -4
Cc1ccc(Cn2nc(-c3ccc(Br)cc3)ccc2=O)cc1 | 3 | -5 | nt
C=CCNC(=O)Cn1c(-n2nc(C)cc2C)nc2c(c1=O)CCC2 | nt | -6 | -6
Cc1nc(-c2cc(C)n(CC(=O)N=c3sccn3C)c2C)cs1 | 6 | 1 | nt
O=C(NCCSCc1ccsc1)C1CCN(S(=O)(=O)c2cccs2)CC1 | 6 | -2 | -7
FC(F)(F)c1ccc(-c2noc(CN3CCC(N4CCSCC4)CC3)n2)cc1 | 4 | -9 | nt
O=C(Nc1ccc(O)c(-c2nc3ccccc3o2)c1)c1cccc([N+](=O)[O-])c1 | -9 | -6 | -5
Additional structures.
SMILES | NPYLR7 ag | hcGAS lum | mcGAS lum
CCNC(=O)C(=O)NCc1csc(Br)c1 | -7 | 5 | nt
c1ccc(CN2CCN(Cc3ccccc3)C2c2ccc[nH]2)cc1 | -11 | -4 | nt
CN(CCn1ccc2ccccc21)C(=O)c1nc(N)n[nH]1 | -3 | -12 | -14
O=C(CCc1ccccc1)N1CCC2(CC1)OCc1cc(-c3cccc(F)c3)ccc1O2 | -4 | -5 | -2
COCCCN(Cc1cccn1Cc1ccccc1Cl)C(=O)Nc1c(Cl)cccc1Cl | 13 | -9 | -7
CCNC(=O)Nc1ccc(N(C)C)c(CN(CC2CC2)C(=O)C(C)C)c1 | -23 | -3 | 2
Cc1ccc(C(=O)NCC(O)c2ccc(F)c(F)c2)cc1 (stereo not given) | 2 | -16 | nt
COc1cccc(NC(=O)C2(C)CCN2C2Cc3ccccc3C2)c1 (stereo not given) | 4 | -11 | nt
CCc1nc(CC#N)nc(N2CCN(S(C)(=O)=O)CC2)c1Cc1cccc(C)c1 | nt | 1 | -2
Nc1nc(N2CCOCC2)cc(N2C[C@H](O)[C@@H](N3CCCCC3)C2)n1 | -4 | -4 | nt
CCn1c(C)cc(O)c(C(c2ccc(SC)cc2)N2CCN(CCO)CC2)c1=O (stereo not given) | 19 | -10 | nt
O=C(COc1ccc(Br)cc1F)Nc1nc(C2CC2)cs1 | 0 | 5 | 0
O=C(NCC(F)(F)F)c1cc(COc2ccc3c(c2)OCO3)[nH]n1 | 17 | -6 | nt
COc1ccc(C=NOCC(=O)N=Nc2c(O)n(CN3CCN(C)CC3)c3ccccc23)cc1 | 7 | -3 | -5
C=CCOC(=O)C1C(C)=NC2=C(C(=O)CCC2)C1c1ccc(C)cc1 (stereo not given) | -3 | 2 | 1
Cn1c(O)c2ccc(C(=O)N=NC(=O)c3cc4c(s3)CCCC4)cc2c1O | 1 | -6 | -8
COC(CN(C)S(=O)(=O)c1cc2c3c(c1)CCN3C(=O)CC2)OC | 2 | -5 | nt
Cc1cc(C)n(-c2ccc(N3CCN(S(=O)(=O)c4ccc(-c5ccccc5)cc4)CC3)nn2)n1 | 0 | 0 | -7
COc1ccc(S(=O)(=O)Oc2ccc(CN(C(=O)c3ccco3)C3CC3)cc2)cc1 | -1 | -2 | -5
Cn1cccc1C(=O)NC(=O)COC(=O)C=Cc1ccc(Br)o1 | 8 | 1 | nt
CCOCCn1cc(C2CCN(C(=O)Cc3cccs3)CC2)c2ccccc21 | 6 | -5 | -5
CCN(CC)c1cc(COC)nc(SCc2cccc(C(=O)NCc3ccccn3)c2)n1 | 9 | -7 | -4
CC1Oc2ccccc2OC1C(=O)OC(C(N)=O)c1ccccc1 (stereo not given) | 6 | -2 | nt
Brc1cccc(-c2noc(CSc3nnnn3C3CC3)n2)c1 | 4 | -7 | nt
Cc1c(Br)c(C(F)(F)F)nn1CC(=O)Nc1cccc(O)c1 | -3 | -1 | nt
COc1ccccc1CN(Cc1ccccc1)CC(O)Cc1ccccc1 (stereo not given) | 34 | -5 | -6
COc1cc(C(=O)N2CCC(C(=O)O)CC2)cc(OC)c1C | 3 | -5 | nt
CC(C)NC(=O)C1CCCN(Cc2cccc(F)c2)C1 (stereo not given) | 6 | -3 | nt
O=C(NCCOc1ccccc1)c1ccc2nc(Cc3ccccc3F)oc2c1 | 14 | -14 | -12
Cc1onc(-c2ccccc2Cl)c1C(=O)N(Cc1ccccc1)C(C)C | 5 | 3 | nt
COc1ccc(OC)c(-c2cccc(-c3ccc(NC(=O)COc4ccccc4)cc3)n2)c1 | 29 | -7 | -5
CS(=O)Cc1cccc(C(=O)NNC(=O)C23CC4CC(CC(C4)C2)C3)c1 (stereo not given) | -1 | -3 | nt
CCSc1nc(NCC(C)C)c2cnn(CCNC(=O)c3ccc4c(c3)OCO4)c2n1 | -2 | 1 | -8
CC(C)CNC(=O)C(NC(=O)CC(C)C)C1CCN(C(=O)C2CCCC2)CC1 (stereo not given) | 12 | -6 | -4
N#Cc1ccccc1/C=C/C(=O)NCCN1CCc2ccccc2C1 | 9 | -8 | -15
O=S(=O)(O)CCC[n+]1c(C=Cc2ccc(C(F)(F)F)cc2)sc2ccccc21 | 2 | -6 | nt
O=C(Nc1ccc(F)cc1)NC1CCN(C(=O)CCc2ccco2)CC1 | 13 | -4 | nt
COc1ccccc1CN(CCc1c[nH]c2ccccc12)C(=O)CN(C(=O)Nc1ccccc1OC)C(C)C | -1 | -6 | -6
CCOC(=O)CSc1nnc(C)c2cnn(-c3ccccc3)c12 | -13 | -6 | -10
CC1=C(C(=O)NCCN(C)C2CCCCC2)C2(CCCCC2)OC1=O | 7 | -7 | -3
COC(=O)Cc1cc(=O)[nH]c(N=C(NC(=O)c2ccccc2)Nc2ccccc2C)n1 | -5 | 4 | -3
CC(C)(O)C#Cc1ccc(C(=O)N2CCC3(CCCN(CC4CCCCC4)C3)C2)o1 (stereo not given) | 3 | -2 | -9
O=c1c2c3c(sc2[nH]c(=S)n1Cc1ccco1)CCCC3 | 1 | -5 | nt
Cc1ccc2nc(C(NC(=O)c3ccncc3)C(C)C)[nH]c2c1 (stereo not given) | nt | 3 | -2

Compound activity as filed in PubChem BioAssay.

Hits appear at their usual frequency; overall some 0.29% were active at least once.
